NR5A2 inv ag: LRH-1 (NR5A2) inverse agonists, primary screen, cell-based, luminescence, HEK293T, StAR-luciferase reporter; Nuclear receptor subfamily 5 group A member 2 (Homo sapiens), O00482; LRH-1 transfected, 24 h; inhibition, % at 3.6 µM; 360,000 compounds, 0.13% hits; AID 602396, 2012;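 active = inhibition above the mean inhibition of all tested compounds plus 3 SD, cut at about 73% in these data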;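 note: 0% = DMSO wells and 100% = reporter-only cells lacking LRH-1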
MC4R antagonist: MC4R antagonists of cAMP signaling, primary screen, cell-based, TR-FRET, antagonist arm of biased-ligand search; AID 540295, 2011; Melanocortin receptor 4 (Homo sapiens), P32245; 360,000 compounds, 0.48% hits; inhibition, % at 6.5 µM; MC4R-expressing cells, MTII-stimulated cAMP, LANCE TR-FRET;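 active = inhibition above its plate's cutoff, the mean of tested wells on that plate plus 3 SD, cut at about 29% in these data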;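 note: 0% = Melanotan II alone and 100% = Melanotan II plus saturating MCL0020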
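Assay system: human MC4R-expressing U2OS cells; reagent: Melanotan II stimulation of cells; dosing: 6.5 µM single dose; timing: compound 30 min, challenge 1 h, detection 1 h; signal: TR-FRET cAMP assay; replicates: one well per compound, no replicates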
TLR9-MyD88 inh: inhibitors of TLR9-MyD88 association in cells, primary screen, cell-based, CHO, BLA complementation, fluorescence; 340,000 compounds, 0.21% hits; CCF4 FRET ratio; inhibition, % at 4.98 µM; AID 504734, 2011;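 active = inhibition above the mean over all tested compounds plus 3 SD, cut at about 21% in these data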;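 note: 0% = DMSO only wells and 100% = clavulanate BLA inhibitor control wells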
NOD2 RIPK2 PPI: NOD2-RIPK2 binding disruptors in cells, primary screen, fluorescence, CHO cells, BLA complementation | CCF4 ratio | 360,000 compounds, 0.38% hits | inhibition, % at 4.98 µM; in the data active = inhibition above about 21%;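 note: 0% = vehicle only and 100% = reference blocker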
Target sequence (O43353 whole entry, looked up): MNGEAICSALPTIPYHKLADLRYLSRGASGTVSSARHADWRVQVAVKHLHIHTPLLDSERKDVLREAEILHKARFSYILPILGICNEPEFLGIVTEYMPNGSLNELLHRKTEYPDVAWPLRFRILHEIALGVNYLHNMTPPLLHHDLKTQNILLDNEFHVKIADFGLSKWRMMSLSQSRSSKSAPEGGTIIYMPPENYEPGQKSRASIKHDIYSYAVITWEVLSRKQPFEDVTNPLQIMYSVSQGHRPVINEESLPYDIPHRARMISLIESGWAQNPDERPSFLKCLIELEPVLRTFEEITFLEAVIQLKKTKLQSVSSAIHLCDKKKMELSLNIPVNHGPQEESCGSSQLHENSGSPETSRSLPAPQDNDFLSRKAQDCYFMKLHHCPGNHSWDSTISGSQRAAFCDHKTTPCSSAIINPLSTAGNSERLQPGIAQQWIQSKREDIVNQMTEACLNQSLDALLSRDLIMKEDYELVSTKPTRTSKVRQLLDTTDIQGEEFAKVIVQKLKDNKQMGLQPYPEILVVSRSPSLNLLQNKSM
NCOA1 inh: SRC1 coactivator transcriptional activity inhibitors, primary screen, cell-based, luminescence | Nuclear receptor coactivator 1 (Homo sapiens), Q15788 | HEK293 GAL4-SRC1 luciferase reporter | inhibition, % at 3.6 µM | 360,000 compounds, 0.12% hits | AID 588354, 2011;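 active = inhibition above the campaign mean plus 3 SD, with each screening campaign given its own cutoff, cut at about 60% in these data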;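 note: 0% = DMSO treated cells and 100% = gossypol at 36 µM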
NR2F2 inh: NR2F2 transcriptional activity inhibitors, primary screen, cell-based, luciferase reporter, HEK293T, luminescence. HEK293T NGFI-A luciferase reporter. inhibition, % at 8.6 µM. 370,000 compounds, 0.7% hits. COUP transcription factor 2 (Homo sapiens), P24468;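 active = inhibition above a per-plate cutoff, mean inhibition of test wells between control levels plus 3 SD, cut at about 38% in these data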;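 note: cells cotransfected with COUP-TFII expression vector driving the NGFI-A reporter; 0% = median of COUP-TF2 test wells and 100% = reporter-only cells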
Target sequence (P24468 whole entry, looked up): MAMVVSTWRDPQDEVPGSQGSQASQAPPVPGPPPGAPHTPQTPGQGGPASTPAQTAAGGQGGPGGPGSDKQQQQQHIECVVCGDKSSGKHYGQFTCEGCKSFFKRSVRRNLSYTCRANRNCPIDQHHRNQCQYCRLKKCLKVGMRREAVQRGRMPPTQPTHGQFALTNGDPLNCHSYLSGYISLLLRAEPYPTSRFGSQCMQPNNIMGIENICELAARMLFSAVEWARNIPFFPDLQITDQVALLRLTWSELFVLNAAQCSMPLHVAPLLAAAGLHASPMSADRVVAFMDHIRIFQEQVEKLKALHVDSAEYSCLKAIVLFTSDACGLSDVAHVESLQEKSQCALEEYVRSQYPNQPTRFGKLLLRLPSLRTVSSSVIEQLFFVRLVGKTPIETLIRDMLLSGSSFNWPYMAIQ
SRC3 inh: SRC3 coactivator transcriptional activity inhibitors, primary screen, cell-based, luminescence | AID 588352, 2011 | HEK293 GAL4-SRC3 luciferase reporter | 360,000 compounds, 0.17% hits | inhibition, % at 3.6 µM | Nuclear receptor coactivator 3 (Homo sapiens), Q9Y6Q9;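 active = inhibition above a per-campaign cutoff, the mean of all compounds plus 3 SD, cut at about 60% in these data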;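 note: 0% = DMSO-treated cells and 100% = gossypol-treated cells at 36 µM; higher means less SRC3-driven luciferase light from the GAL4 reporter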
SRC2 inh: inhibition of GAL4-SRC2 driven luciferase reporter, primary screen, SRC2 inhibitor project, cell-based, luminescence; Nuclear receptor coactivator 2 (Homo sapiens), Q15596; HEK293 GAL4-SRC2 luciferase reporter; inhibition, % at 9 µM; 370,000 compounds, 0.17% hits;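 active = inhibition above the mean inhibition of all tested compounds plus 3 SD, set per campaign, cut at about 52% in these data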;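 note: 0% = DMSO treated cells and 100% = cells given Gossypol at 36 µM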
MC4R ag barr: MC4R agonists recruiting beta-arrestin, primary screen, cell-based, luminescence, agonist arm of biased-ligand search. activation, % at 8.9 µM. Melanocortin receptor 4 (Homo sapiens), P32245. U2OS MC4R beta-arrestin complementation; percent of melanotan II response, DMSO zero. AID 540308, 2011. 360,000 compounds, 0.98% hits;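 active = activation above a per-plate cutoff, the mean activation of sample wells on that plate plus 3 SD, cut at about 8% in these data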
ABHD5 PLIN5 PPI: ABHD5-PLIN5 interaction inhibitors, primary screen, cell lysate, split luciferase complementation, luminescence; Perilipin-5 (Homo sapiens) + 1-acylglycerol-3-phosphate O-acyltransferase ABHD5 (Homo …; Split G. princeps luciferase complementation, 4 h; inhibition, % at 4 µM; 360,000 compounds, 0.78% hits;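 active = inhibition above the mean inhibition across every tested compound plus 3 SD, cut at about 22% in these data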;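 note: 0% = DMSO only wells and the 100% control is not disclosed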
EBV LMP1 NFkB: EBV LMP1-driven NF-kappaB luciferase reporter inhibitors, primary screen, cell-based, luminescence, single point; LMP1-induced NF-kappaB luciferase reporter cells; inhibition, % at 12.5 µM; 350,000 compounds, 0.69% hits; AID 504558, 2011; in the data active = inhibition above about 41%;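 note: 0% = neutral control wells and 100% = reference inhibitor control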
* marks the source's active call; other numbers are inactive results.

For Cc1ccc2nc3c(c(Nc4cccc(O)c4)c2c1)CCC3 the results were NR5A2 inv ag 12.6, MC4R antagonist 8.8, TLR9-MyD88 inh 9.1, NOD2 RIPK2 PPI 9.0, NCOA1 inh 4.2, NR2F2 inh 28.1, SRC3 inh 18.6, SRC2 inh -16.3, MC4R ag barr -1.1, ABHD5 PLIN5 PPI -0.3 and EBV LMP1 NFkB -11.1.
Screening O=C(Nc1ncccc1O)c1cccc(S(=O)(=O)N2CCCC2)c1 returned NR5A2 inv ag -3.3, MC4R antagonist 1.3, TLR9-MyD88 inh 9.8, NOD2 RIPK2 PPI -8.2, NCOA1 inh -13.7, NR2F2 inh 2.7, SRC3 inh -3.2, SRC2 inh 6.1, MC4R ag barr -0.4, ABHD5 PLIN5 PPI -0.3 and EBV LMP1 NFkB -6.2.
`Cc1ccc(-c2c(C(=O)N/N=C/c3ccc(OC(C)C)cc3)nnn2-c2nonc2N)cc1` gave NR5A2 inv ag 6.8, MC4R antagonist 1.2, TLR9-MyD88 inh -4.7, NOD2 RIPK2 PPI -11.2, NCOA1 inh -18.6, NR2F2 inh -8.6, SRC3 inh 15.8, SRC2 inh -12.3, MC4R ag barr -2.8, ABHD5 PLIN5 PPI 0.9 and EBV LMP1 NFkB -1.2.
`Cc1nnc(-c2cccc(Br)c2)c2cn(-c3ccccc3)nc12` gave NR5A2 inv ag 19.5, MC4R antagonist 20.6, TLR9-MyD88 inh -3.9, NOD2 RIPK2 PPI 3.0, NCOA1 inh 7.0, NR2F2 inh 15.6, SRC3 inh 7.0, SRC2 inh 7.0, MC4R ag barr -1.7, ABHD5 PLIN5 PPI 4.1 and EBV LMP1 NFkB 13.9.
For CC1=C(C(=O)OCC(C)C)C(c2ccsc2)C2=C(CCCC2=O)N1 (configuration not stated) the results were NR5A2 inv ag 16.8, MC4R antagonist 17.4, TLR9-MyD88 inh 3.4, NOD2 RIPK2 PPI -3.8, NCOA1 inh -5.2, NR2F2 inh -7.4, SRC3 inh 14.6, SRC2 inh -0.2, MC4R ag barr -2.4, ABHD5 PLIN5 PPI -7.4 and EBV LMP1 NFkB 0.9.
Screening CC(C)c1ccc(NC(=S)NCCc2c[nH]c3ccccc23)cc1 returned NR5A2 inv ag -18.0, MC4R antagonist -0.3, TLR9-MyD88 inh 9.4, NOD2 RIPK2 PPI 0.4, NCOA1 inh -2.9, NR2F2 inh 5.0, SRC3 inh 13.5, SRC2 inh 9.4, MC4R ag barr 4.2, ABHD5 PLIN5 PPI -7.5 and EBV LMP1 NFkB -25.8.
For O=C(O)CCNc1nc(-c2ccccc2)c2cc(Br)ccc2n1 the results were NR5A2 inv ag 5.1, MC4R antagonist 14.8, TLR9-MyD88 inh 5.7, NOD2 RIPK2 PPI -0.4, NCOA1 inh 5.9, NR2F2 inh -12.5, SRC3 inh 0.3, SRC2 inh 7.0, MC4R ag barr 0.4, ABHD5 PLIN5 PPI -0.8 and EBV LMP1 NFkB -10.8.
For C/C(=N\NC(=O)c1cccc(S(=O)(=O)Nc2ccccc2Cl)c1)c1ccco1 the results were NR5A2 inv ag -2.4, MC4R antagonist 0.4, TLR9-MyD88 inh -8.3, NOD2 RIPK2 PPI -2.9, NCOA1 inh -9.0, NR2F2 inh 2.5, SRC3 inh 20.3, SRC2 inh 20.1, MC4R ag barr -1.0, ABHD5 PLIN5 PPI 2.3 and EBV LMP1 NFkB -8.4.
Screening CCN(CC)S(=O)(=O)c1ccc(Cl)c(C(=O)Nc2nncs2)c1 returned NR5A2 inv ag 10.9, MC4R antagonist 9.4, TLR9-MyD88 inh 2.5, NOD2 RIPK2 PPI 1.2, NCOA1 inh -9.2, NR2F2 inh 5.7, SRC3 inh 4.7, SRC2 inh 10.8, MC4R ag barr -0.9, ABHD5 PLIN5 PPI 4.2 and EBV LMP1 NFkB -10.3.
`C=CCn1c(=N)c(S(=O)(=O)c2ccc(C)c(C)c2)cc2c(=O)n3ccccc3nc21` gave NR5A2 inv ag 4.5, MC4R antagonist 14.2, TLR9-MyD88 inh 0.4, NOD2 RIPK2 PPI 8.6, NCOA1 inh -5.3, NR2F2 inh -7.7, SRC3 inh -2.1, SRC2 inh 4.9, MC4R ag barr -0.6, ABHD5 PLIN5 PPI 4.7 and EBV LMP1 NFkB 3.7.
COC(=O)c1cc(NC(=O)CCc2c(C)nc3ncnn3c2C)cc(C(=O)OC)c1 was read as NR5A2 inv ag 15.4, MC4R antagonist 0.8, TLR9-MyD88 inh -4.8, NOD2 RIPK2 PPI 2.2, NCOA1 inh 13.8, NR2F2 inh -12.3, SRC3 inh -0.6, SRC2 inh -30.0, MC4R ag barr -0.6, ABHD5 PLIN5 PPI 6.2 and EBV LMP1 NFkB 3.4.
Screening Cc1ncc(CN2CCCC(C(=O)Nc3ccc(-c4cccc(F)c4)cc3)C2)cn1 (configuration not stated) returned NR5A2 inv ag -23.5, MC4R antagonist 10.7, TLR9-MyD88 inh -8.1, NOD2 RIPK2 PPI 3.0, NCOA1 inh -18.1, NR2F2 inh 9.3, SRC3 inh 6.9, SRC2 inh 19.6, MC4R ag barr -3.1, ABHD5 PLIN5 PPI 11.7 and EBV LMP1 NFkB 2.6.
CC(OC(=O)CN(C)S(=O)(=O)c1ccc(Cl)cc1)C(=O)Nc1cccc(Cl)c1 (configuration not stated) was read as NR5A2 inv ag -1.6, MC4R antagonist 14.0, TLR9-MyD88 inh -0.2, NOD2 RIPK2 PPI 7.2, NCOA1 inh -12.8, NR2F2 inh 2.3, SRC3 inh 6.8, SRC2 inh -19.2, MC4R ag barr 3.8, ABHD5 PLIN5 PPI 2.5 and EBV LMP1 NFkB -2.8.
For O=C(CCn1nnc2ccccc21)NNC(=O)C1CCCCC1 the results were NR5A2 inv ag 0.7, MC4R antagonist 0.1, TLR9-MyD88 inh 2.1, NOD2 RIPK2 PPI -8.8, NCOA1 inh -32.9, NR2F2 inh -6.2, SRC3 inh -1.0, SRC2 inh -64.0, MC4R ag barr -1.6, ABHD5 PLIN5 PPI 4.2 and EBV LMP1 NFkB 0.5.
Screening Cc1cccc(-c2noc(CCc3ccccc3)n2)c1 returned NR5A2 inv ag -49.4, MC4R antagonist -2.3, TLR9-MyD88 inh 3.1, NOD2 RIPK2 PPI -1.6, NCOA1 inh -47.6, NR2F2 inh -13.3, SRC3 inh -31.7, SRC2 inh -29.9, MC4R ag barr 3.9, ABHD5 PLIN5 PPI 0.8 and EBV LMP1 NFkB -15.6.
For COc1ccc(N2CCN(c3nc4ccccn4c(=O)c3/C=C(\C#N)S(=O)(=O)c3ccccc3)CC2)cc1 the results were NR5A2 inv ag -26.6, MC4R antagonist 8.8, TLR9-MyD88 inh -9.1, NOD2 RIPK2 PPI -2.5, NCOA1 inh -5.6, NR2F2 inh -8.7, SRC3 inh -24.3, SRC2 inh -5.2, MC4R ag barr -3.6, ABHD5 PLIN5 PPI 7.1 and EBV LMP1 NFkB 3.1.
For COc1ccc(NC(=O)CN(C)C(=O)C(C)N2C(=O)c3ccccc3C2=O)cc1 (configuration not stated) the results were NR5A2 inv ag -2.8, MC4R antagonist -0.1, TLR9-MyD88 inh 4.8, NOD2 RIPK2 PPI -2.9, NCOA1 inh -4.2, NR2F2 inh -5.8, SRC3 inh 13.1, SRC2 inh 0.1, MC4R ag barr -1.2, ABHD5 PLIN5 PPI -5.0 and EBV LMP1 NFkB 3.7.
`CN(C)S(=O)(=O)c1ccc(C(=O)NCc2ccc3[nH]c4c(c3c2)CCCC4)cc1` gave NR5A2 inv ag 42.5, MC4R antagonist 0.2, TLR9-MyD88 inh 2.8, NOD2 RIPK2 PPI 7.1, NCOA1 inh 12.4, NR2F2 inh -4.3, SRC3 inh -7.0, SRC2 inh -39.0, MC4R ag barr -0.5, ABHD5 PLIN5 PPI -12.0 and EBV LMP1 NFkB -12.3.
Screening CCOCCCNC(=O)c1ccc(NC(=O)C2CCCO2)cc1 (configuration not stated) returned NR5A2 inv ag -2.0, MC4R antagonist -2.4, TLR9-MyD88 inh 0.2, NOD2 RIPK2 PPI 2.5, NCOA1 inh 13.6, NR2F2 inh -21.2, SRC3 inh -12.4, SRC2 inh -22.6, MC4R ag barr 0.6, ABHD5 PLIN5 PPI -8.2 and EBV LMP1 NFkB -0.1.
`O=C(NCCc1ccc(F)cc1)c1ccc(S(=O)(=O)N2CCCCC2)cc1` gave NR5A2 inv ag -11.9, MC4R antagonist 3.3, TLR9-MyD88 inh -6.0, NOD2 RIPK2 PPI 4.4, NCOA1 inh -7.8, NR2F2 inh -1.1, SRC3 inh 5.6, SRC2 inh -1.9, MC4R ag barr -1.8, ABHD5 PLIN5 PPI -14.2 and EBV LMP1 NFkB -18.9.
For NC(=O)NC(Cc1ccccc1)C(=O)Nc1ccc(S(N)(=O)=O)cc1 (configuration not stated) the results were NR5A2 inv ag 2.2, MC4R antagonist -2.9, TLR9-MyD88 inh -0.4, NOD2 RIPK2 PPI -98.1, NCOA1 inh -26.4, NR2F2 inh -8.7, SRC3 inh 6.3, SRC2 inh -45.2, MC4R ag barr -0.3, ABHD5 PLIN5 PPI 0.0 and EBV LMP1 NFkB 4.8.
CS(=O)(=O)N1N=C(c2cccs2)CC1c1ccco1 (configuration not stated) was read as NR5A2 inv ag -6.0, MC4R antagonist 5.1, TLR9-MyD88 inh -0.3, NOD2 RIPK2 PPI 1.4, NCOA1 inh -15.2, NR2F2 inh -11.5, SRC3 inh -21.0, SRC2 inh -16.2, MC4R ag barr -4.1, ABHD5 PLIN5 PPI 20.4 and EBV LMP1 NFkB -7.7.

These rows are one share of the data, so the mix of outcomes need not match the whole.
